Source: PubChem (several laboratories)
CRFBP-R2 agonist – agonists of human CRF-binding protein/CRF-R2 receptor complex; HEK293 CRF-R2/CRF-BP, calcium dye fluorescence (FLIPR); percent of saturating CRF peptide response; activation, % at 13.2 µM; AID 588473; 0.46% of 350,000 active;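 active = activation of at least 50%, plus an integration ratio under a set limit after plate pattern correction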;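 also: plate controls were neutral control wells without compound for no effect and CRF at EC100 for full effect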
CHRM4 PAM – positive allosteric modulators of human muscarinic M4 receptor. CHO-K1 hM4/Gqi5, Fluo-8 calcium fluorescence, ACh EC20; 0% = ACh EC20, 100% = maximal ACh. activation, % at 3 µM. 0.4% of 360,000 active. AID 624126;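 active = activation above its plate's cutoff, the mean activation of sample wells plus 3 SD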; also: some results filed as inactive read as strong as hits
CHRM5 antagonist – antagonists of human muscarinic M5 receptor (CHRM5). CHO-hM5 cells, Fluo-8 calcium fluorescence, ACh EC80. 0.59% of 360,000 active. inhibition, % at 3 µM. AID 624040;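 active = inhibition above a per-plate cutoff, the mean of that plate's test compounds plus 3 SD, cut at about 27% in these data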;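 also: 0% = acetylcholine EC80 with DMSO and 100% = DMSO without agonist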
Target sequence (P08912 whole entry, looked up): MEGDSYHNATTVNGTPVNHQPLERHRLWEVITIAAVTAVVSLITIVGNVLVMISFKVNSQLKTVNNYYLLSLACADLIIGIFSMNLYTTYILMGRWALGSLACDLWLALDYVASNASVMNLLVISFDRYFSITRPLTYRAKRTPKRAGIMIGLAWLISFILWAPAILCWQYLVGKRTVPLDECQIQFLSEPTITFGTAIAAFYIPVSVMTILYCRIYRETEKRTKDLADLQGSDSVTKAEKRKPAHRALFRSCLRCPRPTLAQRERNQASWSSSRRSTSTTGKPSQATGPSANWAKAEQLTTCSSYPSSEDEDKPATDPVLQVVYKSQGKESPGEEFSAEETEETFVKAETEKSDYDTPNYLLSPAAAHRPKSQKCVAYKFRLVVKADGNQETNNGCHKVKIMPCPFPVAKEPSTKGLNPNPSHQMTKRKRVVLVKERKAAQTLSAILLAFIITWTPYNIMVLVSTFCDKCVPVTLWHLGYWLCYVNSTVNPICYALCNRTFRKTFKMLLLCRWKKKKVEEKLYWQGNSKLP
M4 ag – CHRM4 agonism in calcium assay | CHO-K1 hM4/Gqi5, Fluo-8 calcium fluorescence; vehicle 0%, full acetylcholine response 100% | AID 624127 | P08173 | 0.14% of 360,000 active | activation, % at 3 µM;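 active = activation above the run mean over all test wells plus 3 SD, cut at about 32% in these data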;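 also: peak over basal fluorescence ratio per well then scaled between controls; 0% = DMSO wells and 100% = acetylcholine at EC100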
CRFBP-R2 block – CRF-BP/CRF-R2 complex antagonism | inhibition, % at 11.8 µM | 0.59% of 350,000 active | HEK293 CRF-R2/CRF-BP, CRF-induced calcium fluorescence;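 active = inhibition of the ligand-induced calcium signal above about 50% at the single tested concentration, limit read from the data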
CHRM5 agonist – agonists of human muscarinic M5 receptor (CHRM5) | P08912 | CHO-K1 hM5 cells, Fluo-8 calcium fluorescence; 0% DMSO wells, 100% maximal acetylcholine response | activation, % at 3 µM | 0.19% of 360,000 active;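 active = activation above the run's mean over test compounds plus 3 SD, cut at about 23% in these data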;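 also: signal is peak over basal fluorescence ratio across the kinetic read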
CHRM4 antagonist – blocks acetylcholine activation of human M4 receptor. P08173. inhibition, % at 3 µM. AID 624125. CHO-hM4 cells, ACh EC80, Fluo-8 calcium fluorescence. 0.73% of 360,000 active;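 active = inhibition above its plate's cutoff, the mean inhibition of sample wells plus 3 SD, cut at about 27% in these data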;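 also: 0% = acetylcholine EC80 with DMSO and 100% = DMSO without agonist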
M5 PAM – positive allosteric modulators of human muscarinic M5 receptor; activation, % at 3 µM; CHO-K1 hM5, Fluo-8 calcium, ACh EC20 PAM; 0% = ACh EC20, 100% = ACh EC100; 0.3% of 360,000 active;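 active = activation above the run cutoff, the mean activation of all test compounds plus 3 SD, cut at about 18% in these data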
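System – CHO-K1 hM5 cells · Compound – 3 µM, single dose · Incubation – compound preincubation 140 s before EC20 acetylcholine addition · Technique – Fluo-8 calcium fluorescence · Measure – Max/basal fluorescence ratio as % of EC20–EC100 ACh window · Benchmarks – low control EC20 acetylcholine (0%), high control EC100 acetylcholine (100%) · Replication – singlicate, one well per test compound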
M1 PAM – positive allosteric modulators of human M1 muscarinic receptor; activation, % at 3 µM; 0.088% of 360,000 active; CHO-K1 hM1, Fluo-8 calcium fluorescence, ACh EC20; 0% = ACh EC20, 100% = maximal ACh; AID 588819; in the data active = activation above about 19%, passing the limit was not always enough
Target sequence (P11229 whole entry, looked up): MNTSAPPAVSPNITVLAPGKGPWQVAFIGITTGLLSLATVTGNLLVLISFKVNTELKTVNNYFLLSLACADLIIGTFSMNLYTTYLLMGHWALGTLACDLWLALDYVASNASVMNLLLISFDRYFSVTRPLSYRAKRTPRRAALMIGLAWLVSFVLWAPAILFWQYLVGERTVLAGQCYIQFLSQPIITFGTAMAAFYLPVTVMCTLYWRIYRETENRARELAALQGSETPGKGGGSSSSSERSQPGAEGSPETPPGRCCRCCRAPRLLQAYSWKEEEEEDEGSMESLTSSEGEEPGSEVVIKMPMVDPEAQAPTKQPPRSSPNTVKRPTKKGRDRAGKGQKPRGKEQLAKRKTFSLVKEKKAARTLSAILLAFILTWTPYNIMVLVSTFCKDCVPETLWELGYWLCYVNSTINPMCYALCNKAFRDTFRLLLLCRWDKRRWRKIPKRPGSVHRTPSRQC
Numbers without * were called inactive.

For CCOc1ccc(NC(=O)CN(C)C(=O)c2cc3c(s2)CCCCC3)cc1OCC the results were CRFBP-R2 agonist -1.9, CHRM4 PAM 5, CHRM5 antagonist -10, M4 ag -1, CRFBP-R2 block 17, CHRM5 agonist 2, CHRM4 antagonist -10, M5 PAM 5 and M1 PAM 14.
Screening N#CCOC(=O)[C@H](Cc1ccccc1)N1C(=O)c2ccccc2C1=O returned CRFBP-R2 agonist -1.1, CHRM4 PAM -5, CHRM5 antagonist 22, M4 ag 2, CRFBP-R2 block 9, CHRM5 agonist -2, CHRM4 antagonist 6, M5 PAM -5 and M1 PAM 12.
Screening CC(NC(=O)CCSCCC(=O)NC(C)c1ccccc1)c1ccccc1 (stereo not given) returned CRFBP-R2 agonist 2.5, CHRM4 PAM 3, CHRM5 antagonist 2, M4 ag 1, CRFBP-R2 block -20, CHRM5 agonist -2, CHRM4 antagonist 3, M5 PAM 3 and M1 PAM 14.
COc1cc(C(C)=O)ccc1OCC(=O)OC(C)C(=O)c1ccc(F)cc1 (stereo not given) was read as CRFBP-R2 agonist -0.6, CHRM4 PAM -4, CHRM5 antagonist 15, M4 ag 2, CRFBP-R2 block 2, CHRM5 agonist 3, CHRM4 antagonist 6, M5 PAM -6 and M1 PAM 3.
For COc1ccccc1CC(NC(C)=O)C(=O)NC1CCN(C(=O)Nc2ccccc2C)CC1 (stereo not given) the results were CRFBP-R2 agonist 0.4, CHRM4 PAM -4, CHRM5 antagonist 0, M4 ag 2, CRFBP-R2 block 3, CHRM5 agonist -1, CHRM4 antagonist -3, M5 PAM 7 and M1 PAM 5.
`CCN1CCN(C(=O)C2CC(=O)N(c3ccc(Cl)cc3)C2)CC1` (stereo not given) gave CRFBP-R2 agonist 4.8, CHRM4 PAM 3, CHRM5 antagonist 11, M4 ag 1, CRFBP-R2 block -8, CHRM5 agonist -3, CHRM4 antagonist -2, M5 PAM -3 and M1 PAM 2.
Screening CCn1cc(C(=O)NC2CCCCCC2)c(=O)c2cc(S(=O)(=O)N3CCCCC3)ccc21 returned CRFBP-R2 agonist 1.4, CHRM4 PAM 0, CHRM5 antagonist 4, M4 ag 1, CRFBP-R2 block -6, CHRM5 agonist 2, CHRM4 antagonist 6, M5 PAM 1 and M1 PAM 5.
For CCOC(=O)CN(C(=O)COc1nc(-c2ccccc2)cc(C)c1C#N)c1ccccc1 the results were CRFBP-R2 agonist 5.9, CHRM4 PAM -10, CHRM5 antagonist 1, M4 ag 2, CRFBP-R2 block 11, CHRM5 agonist 4, CHRM4 antagonist -9, M5 PAM -2 and M1 PAM 7.
Screening COc1ccc(/C(C)=N/NC(=O)C(NC(=O)c2ccccc2)c2n[nH]c(=O)c3ccccc23)c(OC)c1 (stereo not given) returned CRFBP-R2 agonist 21, CHRM4 PAM -14, CHRM5 antagonist 0, M4 ag 3, CRFBP-R2 block -29, CHRM5 agonist 1, CHRM4 antagonist 10, M5 PAM -4 and M1 PAM 6.
Screening COc1ccc(OC)c(C2C(C(=O)c3sc(C)nc3C)=C(O)C(=O)N2CCN2CCOCC2)c1 (stereo not given) returned CRFBP-R2 agonist -1.1, CHRM4 PAM 5, CHRM5 antagonist -11, M4 ag 0, CRFBP-R2 block 12, CHRM5 agonist -4, CHRM4 antagonist -2, M5 PAM 1 and M1 PAM 6.
Screening CC(C)CC(C(=O)NC(=O)NCc1ccccc1)N1C(=O)c2ccccc2C1=O (stereo not given) returned CRFBP-R2 agonist 7.8, CHRM4 PAM 0, CHRM5 antagonist 3, M4 ag -1, CRFBP-R2 block -15, CHRM5 agonist -1, CHRM4 antagonist 6, M5 PAM -5 and M1 PAM -7.
COc1ccc(S(=O)(=O)NCC(=O)NCc2cc(=O)n(C)c(=O)n2C)cc1F was read as CRFBP-R2 agonist 3.4, CHRM4 PAM -6, CHRM5 antagonist -5, M4 ag 1, CRFBP-R2 block 0, CHRM5 agonist 1, CHRM4 antagonist 0, M5 PAM 1 and M1 PAM 2.

4 records drawn at random from the list so far:
Screening N#CCOC(=O)[C@H](Cc1ccccc1)N1C(=O)c2ccccc2C1=O returned CRFBP-R2 agonist -1.1, CHRM4 PAM -5, CHRM5 antagonist 22, M4 ag 2, CRFBP-R2 block 9, CHRM5 agonist -2, CHRM4 antagonist 6, M5 PAM -5 and M1 PAM 12.
Screening COc1ccc(/C(C)=N/NC(=O)C(NC(=O)c2ccccc2)c2n[nH]c(=O)c3ccccc23)c(OC)c1 (stereo not given) returned CRFBP-R2 agonist 21, CHRM4 PAM -14, CHRM5 antagonist 0, M4 ag 3, CRFBP-R2 block -29, CHRM5 agonist 1, CHRM4 antagonist 10, M5 PAM -4 and M1 PAM 6.
`CCN1CCN(C(=O)C2CC(=O)N(c3ccc(Cl)cc3)C2)CC1` (stereo not given) gave CRFBP-R2 agonist 4.8, CHRM4 PAM 3, CHRM5 antagonist 11, M4 ag 1, CRFBP-R2 block -8, CHRM5 agonist -3, CHRM4 antagonist -2, M5 PAM -3 and M1 PAM 2.
Screening CCn1cc(C(=O)NC2CCCCCC2)c(=O)c2cc(S(=O)(=O)N3CCCCC3)ccc21 returned CRFBP-R2 agonist 1.4, CHRM4 PAM 0, CHRM5 antagonist 4, M4 ag 1, CRFBP-R2 block -6, CHRM5 agonist 2, CHRM4 antagonist 6, M5 PAM 1 and M1 PAM 5.

The list goes on.
Screening CCOc1ccccc1NC(=S)Nn1cnnc1 returned CRFBP-R2 agonist 1.3, CHRM4 PAM 11, CHRM5 antagonist -6, M4 ag 0, CRFBP-R2 block -4, CHRM5 agonist -3, CHRM4 antagonist -8, M5 PAM 4 and M1 PAM 14.
`CC(C)CNC(=O)C1CCN(c2ccc(S(=O)(=O)N3CCOCC3)cc2)CC1` gave CRFBP-R2 agonist 1.6, CHRM4 PAM 6, CHRM5 antagonist 12, M4 ag 1, CRFBP-R2 block -10, CHRM5 agonist 0, CHRM4 antagonist 8, M5 PAM -5 and M1 PAM 3.
CCOc1ccc(-c2c(C(=O)N/N=C/c3ccc(OC)cc3)nnn2-c2nonc2N)cc1 was read as CRFBP-R2 agonist 1.2, CHRM4 PAM 23, CHRM5 antagonist -3, M4 ag 2, CRFBP-R2 block -169, CHRM5 agonist 3, CHRM4 antagonist -4, M5 PAM 6 and M1 PAM 13.
CCCOP(=O)(c1ccc(N(C)C)cc1)C(O)c1ccc(Cl)cc1Cl (stereo not given) was read as CRFBP-R2 agonist -2.4, CHRM4 PAM -5, CHRM5 antagonist 9, M4 ag 0, CRFBP-R2 block 3, CHRM5 agonist -4, CHRM4 antagonist 2, M5 PAM -1 and M1 PAM 4.
`O=C(OCC(O)C(O)COC(=O)c1ccccc1)c1ccccc1` (stereo not given) gave CRFBP-R2 agonist 2.1, CHRM4 PAM -4, CHRM5 antagonist 3, M4 ag 2, CRFBP-R2 block -17, CHRM5 agonist -2, CHRM4 antagonist 0, M5 PAM -4 and M1 PAM 3.
O=c1c(NCCc2ccc(Cl)cc2)c(-c2ccccc2)c1=O was read as CRFBP-R2 agonist -0.5, CHRM4 PAM 3, CHRM5 antagonist 10, M4 ag 1, CRFBP-R2 block 2, CHRM5 agonist -1, CHRM4 antagonist -9, M5 PAM -3 and M1 PAM 7.
For CN(C)C(=S)Nc1ccc2ccccc2c1 the results were CRFBP-R2 agonist -0.8, CHRM4 PAM 11, CHRM5 antagonist 7, M4 ag 0, CRFBP-R2 block 7, CHRM5 agonist -3, CHRM4 antagonist 5, M5 PAM 1 and M1 PAM 5.
Screening COc1ccc(OC)c2c1sc(=NC(=O)c1cccc(N3C(=O)CCC3=O)c1)n2C returned CRFBP-R2 agonist 0.9, CHRM4 PAM -5, CHRM5 antagonist -7, M4 ag 1, CRFBP-R2 block -11, CHRM5 agonist 3, CHRM4 antagonist -4, M5 PAM 0 and M1 PAM 3.
`Cc1nnc(SCC(=O)Nc2nnc(SCc3cccc(Br)c3)s2)s1` gave CRFBP-R2 agonist 0.5, CHRM4 PAM -4, CHRM5 antagonist 0, M4 ag 1, CRFBP-R2 block 9, CHRM5 agonist 0, CHRM4 antagonist 5, M5 PAM -1 and M1 PAM 3.
`Cc1cc(Cl)ccc1OCc1n[nH]c(=S)n1C1CCCCC1` gave CRFBP-R2 agonist 0.1, CHRM4 PAM -2, CHRM5 antagonist 6, M4 ag 0, CRFBP-R2 block -42, CHRM5 agonist -2, CHRM4 antagonist -3, M5 PAM -4 and M1 PAM 0.
COc1cc(CC(=O)O)ccc1OCc1ccccc1 was read as CRFBP-R2 agonist -2.4, CHRM4 PAM 11, CHRM5 antagonist -14, M4 ag 0, CRFBP-R2 block 46, CHRM5 agonist 3, CHRM4 antagonist 6, M5 PAM 7 and M1 PAM 21.
Screening CC1(O)CC(C)(C)C(C#N)C(=O)N1 (stereo not given) returned CRFBP-R2 agonist 3.0, CHRM4 PAM 0, CHRM5 antagonist -1, M4 ag 1, CRFBP-R2 block -14, CHRM5 agonist 3, CHRM4 antagonist 0, M5 PAM 10 and M1 PAM 3.
`C/C(=N\NC(=S)NC(C)C)c1ccc(-n2ccnc2)cc1` gave CRFBP-R2 agonist -3.0, CHRM4 PAM 1, CHRM5 antagonist -3, M4 ag 1, CRFBP-R2 block 7, CHRM5 agonist 1, CHRM4 antagonist 0, M5 PAM -2 and M1 PAM -3.
For CCOC(=O)C1C(=O)OC2(CCCC2)C1C(=O)OCC (stereo not given) the results were CRFBP-R2 agonist -0.2, CHRM4 PAM -1, CHRM5 antagonist 0, M4 ag 1, CRFBP-R2 block 6, CHRM5 agonist -2, CHRM4 antagonist 3, M5 PAM -1 and M1 PAM 1.
`O=C(NCC(=O)N(Cc1cccs1)C(C(=O)NC1CCCCC1)c1cccnc1)c1ccco1` (stereo not given) gave CRFBP-R2 agonist -2.0, CHRM4 PAM -4, CHRM5 antagonist 3, M4 ag 0, CRFBP-R2 block -6, CHRM5 agonist -5, CHRM4 antagonist 3, M5 PAM 5 and M1 PAM 0.
`CC(C)(C)CC(=O)N1CCC(c2nc3c(nnn3Cc3c(F)cccc3Cl)c(=O)[nH]2)CC1` gave CRFBP-R2 agonist 1.0, CHRM4 PAM -6, CHRM5 antagonist -8, M4 ag 1, CRFBP-R2 block 15, CHRM5 agonist 2, CHRM4 antagonist -5, M5 PAM 10 and M1 PAM 9.
For C=CCn1c(SCC(=O)N(C)C2CCS(=O)(=O)C2)nnc1-c1ccncc1 (stereo not given) the results were CRFBP-R2 agonist -1.9, CHRM4 PAM 1, CHRM5 antagonist -3, M4 ag 1, CRFBP-R2 block -5, CHRM5 agonist 2, CHRM4 antagonist 2, M5 PAM 0 and M1 PAM 13.
For O=C1/C(=C\c2ccco2)SC(=S)N1c1ccccc1 the results were CRFBP-R2 agonist -2.2, CHRM4 PAM -3, CHRM5 antagonist 5, M4 ag 0, CRFBP-R2 block 9, CHRM5 agonist -4, CHRM4 antagonist 7, M5 PAM 1 and M1 PAM 9.
Screening O=C(NC(Cc1c[nH]c2ccccc12)C(=O)N/N=C/c1cccnc1)c1cccs1 (stereo not given) returned CRFBP-R2 agonist -0.2, CHRM4 PAM 0, CHRM5 antagonist 2, M4 ag 2, CRFBP-R2 block -16, CHRM5 agonist -2, CHRM4 antagonist 4, M5 PAM -4 and M1 PAM -2.
O=C(CCCCCN1C(=O)c2cccc3cccc(c23)C1=O)NCCO was read as CRFBP-R2 agonist -0.5, CHRM4 PAM 5, CHRM5 antagonist -4, M4 ag 3, CRFBP-R2 block -1, CHRM5 agonist 0, CHRM4 antagonist -7, M5 PAM 10 and M1 PAM 11.
